# PfGluPho inh: PfG6PD (Plasmodium falciparum) enzyme inhibition; PfGluPho enzyme, NADPH resazurin-diaphorase fluorescence; hit rate 0.78% among 350,000; inhibition, % at 20 µM;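 active = inhibition reaching at least a set limit at 20 µM in the primary screen, cut at about 59% in these data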;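 note: 0% = DMSO wells with substrate and 100% = DMSO wells lacking glucose-6-phosphate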
# HKDC1 inhibitor: inhibitors of human hexokinase HKDC1; Q2TB90; recombinant HKDC1, G6PDH/diaphorase resazurin coupled fluorescence; inhibition, % at 20 µM; hit rate 0.16% among 340,000; AID 493160;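 active = inhibition above about 35% when tested at 20 µM, limit read from the data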;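 note: plate controls were DMSO wells with enzyme for no effect and DMSO wells lacking enzyme for full effect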
#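 Test system: HK5 enzyme. Quantity: 5 µg/mL HK5 final. Reagent: glucose and ATP substrates. Schedule: 90 min reaction incubation at room temperature, dark. Technique: resazurin-to-resorufin fluorescence via G6PDH and diaphorase coupling, 525/613 nm. Control set: DMSO wells with and without enzyme mix.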
# ATG4B inh: ATG4B (human) cysteine protease inhibition. ATG4B cleavage of LC3-PLA2, NBD-HPC fluorescence, 1 h. inhibition, % at 8.33 µM. hit rate 0.51% among 340,000; in the data active = inhibition above about 40%
# Target sequence (Q9Y4P1 whole entry, looked up): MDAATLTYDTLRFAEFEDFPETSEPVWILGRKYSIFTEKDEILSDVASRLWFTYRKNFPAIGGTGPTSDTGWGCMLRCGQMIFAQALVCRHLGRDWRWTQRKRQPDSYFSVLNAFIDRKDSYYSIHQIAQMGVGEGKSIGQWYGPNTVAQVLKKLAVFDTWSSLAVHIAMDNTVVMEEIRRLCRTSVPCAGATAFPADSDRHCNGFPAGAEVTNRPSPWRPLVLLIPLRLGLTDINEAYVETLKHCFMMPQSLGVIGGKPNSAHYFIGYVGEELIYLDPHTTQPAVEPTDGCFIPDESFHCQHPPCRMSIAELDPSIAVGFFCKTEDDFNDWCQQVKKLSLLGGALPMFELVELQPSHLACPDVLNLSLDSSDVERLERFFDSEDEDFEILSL
# * = called active by the depositor. Some of the compounds tested, so the mix of outcomes need not match the whole.
SMILES,PfGluPho inh,HKDC1 inhibitor,ATG4B inh
CC(C)C[C@@H](CN)NC(=O)c1nc[nH]c1C(=O)N[C@@H](C)C(=O)CNC[C@H](C)NC(=O)c1nc[nH]c1C(=O)N[C@@H](Cc1ccccc1)C(=O)O,-0.2,-5.6,-7.7
CCN1CCN(S(=O)(=O)c2ccc(Cl)c(C(=O)N(CCc3ccccc3)Cc3ccccc3)c2)CC1,15.2,-0.1,-5.7
Cc1ccc(S(=O)(=O)N2CCC[C@H]2C(=O)Oc2ccccc2)cc1,2.8,-4.8,0.0
c1ccc(C(=NNc2nc3ccccc3s2)c2ccccn2)cc1,15.1,-20.9,13.0
CCOC(=O)C1=NNC(C(=O)OCC)C1c1ccccc1 (stereo not given),-5.0,-1.7,4.3
N#CC1(Nc2ccc(Br)cc2)CCCC1,13.8,-1.9,-6.1
CCCC(c1nnnn1Cc1ccc(OC)cc1)N1CCN(c2ccccc2)CC1 (stereo not given),-12.0,1.1,9.1
O=C(O)CC(C(=O)O)C(c1ccccc1)c1ccccc1 (stereo not given),17.0,-6.2,0.1
CCOC(=O)c1ccccc1NC(=O)Cn1cnc2c(cnn2-c2ccc(F)cc2)c1=O,-5.0,-8.0,-2.5
COc1ccc(C2=CCCC2)c(OC)c1,15.3,-0.5,-1.1
O=[N+]([O-])c1ccc(C=NNc2ccccc2)cc1,23.9,-1.8,3.2
Oc1c(Cl)c(Cl)c2ncccc2c1Cl,6.8,0.8,-0.4
O=[N+]([O-])c1cc(CN2CCOCC2)c2cccnc2c1O,26.0,1.2,0.8
CC1CC(=O)Nc2ccccc2N1 (stereo not given),-5.6,0.6,-2.0
O=[N+]([O-])c1ccc2c(c1)CCN2,-4.8,-3.3,8.4

# Looked up above:
# PfGluPho inh result of `O=[N+]([O-])c1ccc(C=NNc2ccccc2)cc1` stands at 23.9
# HKDC1 inhibitor result of `CCOC(=O)c1ccccc1NC(=O)Cn1cnc2c(cnn2-c2ccc(F)cc2)c1=O` stands at -8.0
# ATG4B inh result of `O=C(O)CC(C(=O)O)C(c1ccccc1)c1ccccc1` (stereo not given) stands at 0.1
# PfGluPho inh result of `O=[N+]([O-])c1cc(CN2CCOCC2)c2cccnc2c1O` stands at 26.0

# Next part:
SMILES,PfGluPho inh,HKDC1 inhibitor,ATG4B inh
COc1ccc2c(c1)-c1nc(/N=C/c3ccc(O)c(OC)c3)sc1CC2,30.2,17.8,3.0
Nc1c(C(=O)NCC2CCCO2)sc2nc3c(c(-c4ccco4)c12)CC/C3=C\c1ccco1 (stereo not given),30.8,34.8,49.4*
O=C(NC1(C(=O)O)CCCC1)C(Cl)Cl,-4.5,-6.4,-5.4
Cc1ccc(-c2csc(NC(=O)CSc3nnc4c(n3)[nH]c3ccccc34)n2)cc1,1.9,-9.6,4.7
Cc1ccccc1NS(=O)(=O)c1ccc(C(=O)NCC2(N3CCOCC3)CCCCC2)cc1,3.9,-3.2,-6.8
CC(C)(C)OC(=O)N1CCC(C(=O)Nc2cccc(C(=O)N3CCCC3)c2)CC1,-7.7,-8.2,-9.2
CCOC(=O)c1c(-c2ccccc2)csc1NC(=O)/C(C#N)=C/c1ccc(O)c(OC)c1,8.1,-0.8,10.5
CCN(C(=O)COC(=O)/C=C/c1ccc(OC)c(OC)c1)c1c(N)n(Cc2ccccc2)c(=O)[nH]c1=O,-6.8,-5.2,-38.4
O=c1[nH]cnc2c1ncn2-c1ccc(Cl)cc1,7.5,-8.3,-11.0
CN1CCC(N(C)C(=O)c2ccc(Cl)c(S(=O)(=O)Nc3ccc(Cl)cc3)c2)CC1,-5.2,-4.8,2.2
Cn1c(=O)c2c(nc(OC3CCCCCC3)n2C)n(C)c1=O,-0.6,1.8,-8.7
CC(=O)Oc1ccc(OC(C)=O)c2c1C1C=CC2CC1,33.9,8.8,12.2
c1ccc2c(c1)-c1cccc3cncc-2c13,57.5,2.4,-17.3
Cc1cn(C2CCCCO2)c(=O)[nH]c1=O (stereo not given),-0.2,-3.6,-1.6
[O-]C(=C(C(=S)Nc1cccc2ccccc12)[n+]1ccccc1)c1ccc2c(c1)OCCO2,32.5,11.9,-7.8
Cc1cc(OCC(=O)O/N=C(\N)c2ccccc2)ccc1Cl,6.4,2.5,6.9
Cc1noc(C)c1COc1ccc(C(=O)OCC(=O)NC(=O)C2COc3ccccc3O2)cc1 (stereo not given),-6.1,-1.2,1.2
Cc1c2c(cc3c1[nH]c1ccccc13)C=NCC2,20.6,-3.1,-6.0
COC(=O)c1ccc(C(=O)OC)c(NC(=O)C2CC(=O)N(C3CCCC3)C2)c1 (stereo not given),-12.1,-0.9,5.0
Cn1c(=O)[nH]c(=O)c2c1nc(NCc1ccco1)n2CCCc1ccccc1,-20.6,6.1,6.8
CCOC(=O)C1CCCN(C(=O)C2CCN(S(=O)(=O)c3ccc(Cl)c(C(F)(F)F)c3)CC2)C1 (stereo not given),8.7,1.6,-5.5
O=c1oc(/C=C/c2ccccc2)nc2ccccc12,-5.1,-0.7,21.2
Cc1cc(/C=C2\SC(=S)N(Cc3ccco3)C2=O)c(C)n1-c1cccnc1,21.3,0.9,-3.7
CCN(CC(=O)Nc1c(F)cccc1F)C(=O)CCCOc1ccccc1,-1.0,-4.5,-6.5
Clc1ccc(C2Nc3cccc4cccc(c34)N2)c(Cl)c1,33.7,13.3,19.2
O=C(O)c1ccc(NC2=Nc3cccc4cccc2c34)cc1,1.0,3.8,-2.2
Cc1cc(NC2=CC(=O)C(=O)c3ccccc32)no1,36.8,27.7,4.2
C(=C1c2ccccc2-c2ccccc21)c1ccccn1,9.1,-7.5,-15.2
O=C1C(=Cc2cccs2)Oc2ccccc21,11.4,1.8,3.0
C=CCNC(=S)N/N=C/c1ccc(C(C)(C)C)cc1,-0.6,19.4,4.2
CCOc1cc(C(=O)N/N=C/c2cn(-c3ccccc3)nc2-c2cc3ccccc3o2)cc(OCC)c1OCC,-4.8,2.4,3.1
C(=C\c1sc(Nc2ccccc2)n[n+]1-c1ccccc1)/c1ccccc1,10.1,27.0,6.8
O=C(Nc1cccc2ccccc12)ON=C1CCCCC1,36.1,12.7,6.6
CCOP(=O)(Nc1cccc2oc(=O)c3ccccc3c12)OCC,11.9,-4.9,-6.3
CN(C=O)c1cc([N+](=O)[O-])ccc1OCc1ccccc1,-7.9,-1.3,6.1
Cc1ccc(S(=O)(=O)N2CCN(C(=O)COC(=O)COc3ccc(Br)cc3)CC2)c(C)c1,-10.1,-6.7,4.2
CCOC(=O)c1c2c(n(-c3ccc(OC)cc3)c1C)C(=O)C(=O)c1ccccc1-2,71.9*,28.4,37.0
O=C(O)c1ccccc1NCc1ccsc1,-3.3,1.5,-6.4
COc1ccc(CC(=O)NCc2nnc(SCC(=O)N3CCN(c4ccccc4)CC3)n2C)cc1,13.0,1.0,-13.9
O=C(Nc1ccc2c(c1)OCCO2)c1ccc(Br)c(S(=O)(=O)N2CCOCC2)c1,-16.4,-1.3,-9.3
COC(=O)C=C1CCC2C3CCC4=CC(=O)C(Br)CC4(C)C3C(=O)CC12C (stereo not given),4.5,2.3,1.0
CN(Cc1ccccc1)C(=O)c1cccc(NC(=O)Cc2cccc(NC(=O)C3CCN(C(=O)C4CCC4)CC3)c2)c1,-17.7,-1.7,-4.9
Cc1nc(Nc2ccc(Cl)c(Cl)c2)sc1C(/C=C/c1ccc2c(c1)OCO2)=NNc1ccc([N+](=O)[O-])cc1[N+](=O)[O-],-15.2,3.7,-0.1
c1ccc2sc(N3CCCCC3)nc2c1,-22.9,-2.4,3.4
COc1ccc(S(=O)(=O)NCC(c2cccnc2)N2CCN(c3ccccc3OC)CC2)cc1C (stereo not given),-2.5,-5.8,0.4

# Complete entries, quoted from the list.
# O=C(Nc1cccc2ccccc12)ON=C1CCCCC1 is listed as PfGluPho inh: 36.1; HKDC1 inhibitor: 12.7; ATG4B inh: 6.6
# c1ccc2sc(N3CCCCC3)nc2c1 is listed as PfGluPho inh: -22.9; HKDC1 inhibitor: -2.4; ATG4B inh: 3.4
# CCOP(=O)(Nc1cccc2oc(=O)c3ccccc3c12)OCC is listed as PfGluPho inh: 11.9; HKDC1 inhibitor: -4.9; ATG4B inh: -6.3

# Following part.
SMILES,PfGluPho inh,HKDC1 inhibitor,ATG4B inh
O=C(CCCCn1ccc(=O)[nH]c1=O)Nc1ccc(C(=O)O)c(O)c1,18.1,-8.7,0.8
O=C(Nc1ccn(CCCNCc2ccc3c(c2)OCO3)c(=O)n1)OCc1ccccc1,-4.7,-3.3,-8.3
Cc1cccc(Nc2nc(NCc3ccco3)c3ccccc3n2)c1,30.3,-4.7,4.4
CN(Cc1ccccc1F)C(=O)c1ccc(NC(=O)CC2SC(N3CCCCC3)=NC2=O)cc1 (stereo not given),-15.1,0.5,-1.5
c1ccc2c(c1)ccn2CCCN1CCCCC1,9.5,-2.8,-2.7
COc1ccc(NC(=O)N(C)C[C@H]2Oc3ccc(NC(=O)Nc4ccc5c(c4)OCO5)cc3C(=O)N([C@H](C)CO)C[C@@H]2C)cc1,5.5,3.9,-18.0
CC(=NNC(=O)c1ccncc1)c1ccc(Cl)c(Cl)c1,2.3,-3.5,2.0
CCOC1=CC(=O)OC(c2ccccc2)C1 (stereo not given),-4.7,-7.7,-5.6
Cc1ccc(-c2csc(/C=C3/SC(C)C(=O)N3CC(=O)Nc3ccccc3F)n2)cc1 (stereo not given),-7.2,-6.8,2.0
CN(C)C(=O)c1ccc(-c2nnc(OCc3nc4ccccc4n3C)c3ccccc23)cc1,-4.6,-5.1,0.3
CCOc1ccc2nc(SCC(=O)N(CC(C)C)c3c(N)n(CC(C)C)c(=O)[nH]c3=O)[nH]c2c1,14.0,4.1,-11.1
CN(C(=O)c1ccc(NC(=O)Cc2cccc(NC(=O)C3CCCN(S(=O)(=O)c4cccc([N+](=O)[O-])c4)C3)c2)cc1)C1CC1 (stereo not given),8.7,-4.3,0.3
O=C(COC(=O)c1ccc(O)cc1O)NC(=O)Cc1ccccc1,8.4,-4.1,-9.8
CC(=O)N(C)c1cc([N+](=O)[O-])ccc1OCc1ccccc1,3.9,0.3,4.7
O=C1NC(=O)C2(CCCC2C(=O)O)N1 (stereo not given),-7.8,-5.7,-1.6
COC(=O)c1ccc2c(c1C(=O)OC)CN(S(=O)(=O)C(C)(C)C)[C@H]2CCO,8.8,-8.6,6.9
CN(CC(=O)Nc1ccccc1Cl)C(=O)c1cc2c(s1)CCCCC2,-3.6,-0.2,-4.5
COC(=O)[C@@H](Cc1c[nH]c2ccccc12)NCc1cccc(B(O)O)c1,0.8,-6.7,5.8
Nc1cccnc1Sc1ccc([N+](=O)[O-])cn1,53.0,-12.5,6.6
COc1cc(C(=O)CCc2ccc3c(c2)OCO3)cc(OC)c1OC,31.9,-15.3,-7.6
Nc1nc(-c2ccccc2)ns1,6.7,-1.2,2.6
CC(C)CCCCCCCCCCCCC(=O)NCC(=O)NC1C(O)C(O)C(Nc2ncnc3nc[nH]c23)OC1C(O)CO (stereo not given),0.7,3.7,7.9
CCOC(=O)c1c(C)[nH]c(C(=O)N/N=C\c2ccccc2O)c1C,-27.2,-5.0,-9.9
Nc1c(Cl)cc(S(N)(=O)=O)cc1S(N)(=O)=O,-7.1,-4.3,3.7
OCC1OC(n2cnc3c(=S)nc[nH]c32)CC1O (stereo not given),23.2,-1.9,3.5
COc1ccc(C(=O)N(c2ccccc2)c2nccc3ccccc23)cc1OC,3.8,-6.5,-5.6
O=C(NNC(=O)c1cccc2ccccc12)c1cccc(Cl)c1,8.7,-5.0,-13.4
CC1=CC2(C#N)C3(N=C(N)C2(C#N)C(c2ccccc2)N1)OCCO3 (stereo not given),-22.5,-6.0,-7.9
CC(=O)Nc1ccc(NC(=O)C(C)N(C)CC(=O)Nc2ccccc2Br)cc1 (stereo not given),-15.8,-3.7,-2.6
CC(=O)Nc1ccc(-c2nnc(SCC(=O)n3c4c(c5ccccc53)CCCC4)n2C)cc1,4.9,2.9,-4.4

# With a hit mark in PfGluPho inh, among the entries above:
SMILES,PfGluPho inh,HKDC1 inhibitor,ATG4B inh
CCOC(=O)c1c2c(n(-c3ccc(OC)cc3)c1C)C(=O)C(=O)c1ccccc1-2,71.9*,28.4,37.0

# Later entries
SMILES,PfGluPho inh,HKDC1 inhibitor,ATG4B inh
COc1cc(N)c2ncccc2c1OC,70.5*,6.1,-3.2
COc1ccc(CNC(=O)COC(=O)C2=Cc3ccccc3OC2)cc1,-6.5,9.8,-1.1
CC(C)C[C@@H](CNCC(=O)[C@H](C)NC(=O)c1[nH]cnc1C(=O)N[C@@H](C)CN)NC(=O)c1nc[nH]c1C(=O)N[C@@H](C)C(=O)O,0.0,13.3,4.3
COCCN(C(=O)COC(=O)C(C)(C)Oc1ccc(Cl)cc1)c1c(N)n(Cc2ccccc2)c(=O)[nH]c1=O,-1.6,-5.0,-0.4
CCC(C(=O)OCC(=O)Nc1ccc(SC(F)F)cc1)c1ccccc1 (stereo not given),18.2,-2.8,-10.0
COCCN(C(=O)Cc1csc(-c2cccc(Cl)c2)n1)c1c(N)n(Cc2ccccc2)c(=O)[nH]c1=O,3.0,-2.8,-4.5
CCOC(=O)c1c(NC(=O)CN2CCN(c3cccc(Cl)c3)CC2)sc(C)c1C,-0.3,-5.3,-4.6
CCOC(=O)/C(=C/c1ccc(OC)cc1)NC(=O)c1ccco1,-13.9,-10.1,5.2
COc1ccccc1/C=C/C(=O)c1ccccc1,6.3,6.7,2.1
Oc1ccc(/C=N/N(Cc2ccccc2)c2ccccc2)c(O)c1O,23.4,19.1,56.2*
Cc1ccc(S(=O)(=O)Nc2ccc3ncccc3c2[N+](=O)[O-])cc1,8.6,7.9,-6.4
O=C1NC(=S)SC1=Cc1cccs1,-4.7,13.7,-5.4

# Source: PubChem BioAssay (Sanford-Burnham Center for Chemical Genomics)
